KKLEB cytotox: reduces viability of KKLEB cystic fibrosis airway cells; KKLEB CF airway cells viability, ATPlite luminescence, overnight; active compounds read low; cells stimulated with P. aeruginosa culture filtrate; activity change (cytotoxicity), % at 5 µM; actives 0.36% (n = 360,000);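 active = corrected activity change at or below -50% at 5 µM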
LRH-1 inv ag: NR5A2 inverse agonism in reporter assay; O00482; HEK293T StAR-luciferase reporter, LRH-1 transfected, 24 h; inhibition, % at 3.6 µM; actives 0.13% (n = 360,000);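 active = inhibition above the mean inhibition of all tested compounds plus 3 SD, cut at about 73% in these data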;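 note: 0% = DMSO wells and 100% = reporter-only cells lacking LRH-1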
Target sequence (O00482 whole entry, looked up): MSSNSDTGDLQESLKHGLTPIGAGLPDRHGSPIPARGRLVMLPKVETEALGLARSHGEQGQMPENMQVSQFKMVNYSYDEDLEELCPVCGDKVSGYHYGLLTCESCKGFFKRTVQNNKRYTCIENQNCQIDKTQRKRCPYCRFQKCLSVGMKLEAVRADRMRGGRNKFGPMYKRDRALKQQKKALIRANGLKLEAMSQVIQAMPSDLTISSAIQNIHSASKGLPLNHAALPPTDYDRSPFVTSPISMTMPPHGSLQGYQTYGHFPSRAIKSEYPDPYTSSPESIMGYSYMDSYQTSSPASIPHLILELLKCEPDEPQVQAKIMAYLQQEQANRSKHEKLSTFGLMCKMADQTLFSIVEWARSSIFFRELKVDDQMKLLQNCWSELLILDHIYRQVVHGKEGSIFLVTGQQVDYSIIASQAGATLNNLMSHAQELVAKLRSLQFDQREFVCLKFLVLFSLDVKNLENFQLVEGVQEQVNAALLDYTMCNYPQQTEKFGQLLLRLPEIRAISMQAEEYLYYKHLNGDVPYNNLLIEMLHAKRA
TROY NFkB inh: blocks TROY-dependent signaling in reporter cells; Q293 LMP1-TROYcd NF-kB luciferase reporter, 4 h; inhibition, % at 10 µM; actives 0.98% (n = 360,000);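 active = compounds whose plate-normalised and pattern-corrected inhibition of the luciferase reporter signal at the single screening dose is 50% or more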
CF NFkB inh: cystic fibrosis NF-kB activation inhibition | KKLEB NF-kB-GFP reporter, PAF-induced, GFP fluorescence overnight | inhibition, % at 5 µM | actives 0.86% (n = 360,000) | AID 588850;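 active = at least 50% inhibition at 5 µM, scaled per plate between neutral and stimulator controls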;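 note: PAF is a Pseudomonas aeruginosa culture filtrate used as stimulus; plate controls were PAF-stimulated DMSO wells for no effect and unstimulated DMSO wells for full effect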
Shn3 3UTR inh: reduces Shn3 3'UTR luciferase signal in osteoblasts. Clone20 osteoblast Shn3 3'UTR firefly luciferase, 24 h. inhibition, % at 12.5 µM. actives 0.52% (n = 360,000). AID 588674;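 active = mean inhibition of at least 75% with every replicate also reaching 75%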;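 note: 0% = median of neutral control wells and 100% = pilot-screen positive control compound; some compounds past the cut are filed as inactive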
SRC3 inh: inhibitors of human steroid receptor coactivator 3 (SRC3). Q9Y6Q9. actives 0.17% (n = 360,000). inhibition, % at 3.6 µM. HEK293 GAL4-SRC3 luciferase reporter, luminescence. AID 588352;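 active = inhibition above a per-campaign cutoff, the mean of all compounds plus 3 SD, cut at about 60% in these data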;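 note: 0% = DMSO-treated cells and 100% = gossypol-treated cells at 36 µM; higher means less SRC3-driven luciferase light from the GAL4 reporter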
SRC1 inh: inhibitors of human steroid receptor coactivator 1 (SRC1); Q15788; HEK293 GAL4-SRC1 luciferase reporter, luminescence; inhibition, % at 3.6 µM; actives 0.12% (n = 360,000); AID 588354;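 active = inhibition above the campaign mean plus 3 SD, with each screening campaign given its own cutoff, cut at about 60% in these data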;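 note: 0% = DMSO treated cells and 100% = gossypol at 36 µM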
LMP1 NFkB inh: inhibitors of Epstein-Barr LMP1-induced NF-kappaB reporter; LMP1-induced NF-kappaB luciferase reporter cells, luminescence; inhibition, % at 12.5 µM; actives 0.69% (n = 350,000); in the data active = inhibition above about 41%;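 note: 0% = neutral control wells and 100% = reference inhibitor control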
NR2F2 inh: NR2F2 (human) inhibition, primary screen; P24468; HEK293T NGFI-A luciferase reporter, luminescence; inhibition, % at 8.6 µM; actives 0.7% (n = 370,000); AID 686940;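 active = inhibition above a per-plate cutoff, mean inhibition of test wells between control levels plus 3 SD, cut at about 38% in these data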;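 note: cells cotransfected with COUP-TFII expression vector driving the NGFI-A reporter; 0% = median of COUP-TF2 test wells and 100% = reporter-only cells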
Target sequence (P24468 whole entry, looked up): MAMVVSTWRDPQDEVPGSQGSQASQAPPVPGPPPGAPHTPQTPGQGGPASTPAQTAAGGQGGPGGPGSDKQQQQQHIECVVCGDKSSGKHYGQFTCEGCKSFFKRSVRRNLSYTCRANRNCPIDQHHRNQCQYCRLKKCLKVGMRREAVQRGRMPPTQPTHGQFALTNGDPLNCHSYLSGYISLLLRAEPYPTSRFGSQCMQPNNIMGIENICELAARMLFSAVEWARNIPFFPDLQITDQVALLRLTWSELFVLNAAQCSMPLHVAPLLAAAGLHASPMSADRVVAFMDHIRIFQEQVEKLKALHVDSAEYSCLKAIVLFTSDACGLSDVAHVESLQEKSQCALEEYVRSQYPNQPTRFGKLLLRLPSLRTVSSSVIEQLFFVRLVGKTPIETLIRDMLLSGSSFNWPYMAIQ
C8 TRAIL sens: caspase-8 TRAIL sensitization; NB7+C8 cells + TRAIL, ATPlite viability luminescence; inhibition (viability loss, TRAIL sensitization), % at 10 µM; actives 1% (n = 360,000); AID 624354;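 active = compounds causing at least 50% loss of cell viability in the single-dose screen, relative to plate controls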
TWEAK Fn14 block: TWEAK-Fn14 signaling inhibition; actives 2% (n = 360,000); inhibition, % at 10 µM; TWEAK-stimulated Fn14 reporter cells, luciferase luminescence, 8 h; in the data active = inhibition above about 50%
Active calls of the source: *; . = no result given. This is a subset, so the mix of outcomes need not match the whole.

SMILES | KKLEB cytotox | LRH-1 inv ag | TROY NFkB inh | CF NFkB inh | Shn3 3UTR inh | SRC3 inh | SRC1 inh | LMP1 NFkB inh | NR2F2 inh | C8 TRAIL sens | TWEAK Fn14 block
Cc1ccc2c(c1C)OC(=O)CC2c1ccccc1 (stereo unspecified) | 7 | 3 | 14 | -14 | 8 | -7 | 11 | 15 | -11 | -1 | -3
Nc1nonc1-n1nnc(C(=O)N/N=C/c2ccoc2)c1-c1ccccc1 | 5 | 16 | 6 | -3 | 5 | -1 | 4 | 5 | -16 | -1 | 2
CN(CC(=O)Nc1cccc(C(F)(F)F)c1)Cc1ccccc1 | -11 | 17 | 3 | 10 | 3 | 0 | -9 | 6 | -2 | 4 | 4
Cc1cc(=O)[nH]c(N/N=C/c2ccc(-c3ccc([N+](=O)[O-])cc3)o2)n1 | -9 | -3 | 13 | -15 | -12 | 5 | -13 | -9 | -9 | 14 | 9
Cc1cccc(C)c1NC(=O)CSc1nnc(NC(=O)C2CC2)s1 | 4 | -15 | 0 | 2 | 8 | 1 | -17 | -3 | -17 | -18 | 2
COC(=O)c1cc(S(=O)(=O)Nc2cccc(OC)c2)cn1C | -2 | -7 | 19 | 1 | 1 | -1 | 7 | -13 | 14 | 11 | 11
CC(C)(C)c1ccc(OCC(=O)NNC(=O)Cc2cccs2)cc1 | 14 | 8 | -22 | 0 | 0 | 13 | -2 | -10 | -27 | -11 | 0
Cc1cc(NC(=O)Cn2nc(-c3cccs3)ccc2=O)cc(C)c1Br | -6 | 5 | 15 | 7 | 6 | -9 | -19 | 7 | -10 | -4 | 17
COCCN1Cc2cccc(C(=O)Nc3ccc(S(=O)(=O)N4CCCCC4)cc3)c2C1=O | -6 | 7 | 9 | 2 | 16 | 5 | 3 | 9 | 13 | 5 | 5
CC(C)(C)OC(=O)C[C@H]1C/C=C\C[C@H](CC(=O)N[C@H](CO)Cc2ccccc2)C(=O)N2CCC[C@@H]2COC1=O | 0 | -2 | 1 | -4 | 11 | -8 | 9 | -3 | -3 | 21 | 6
OC(CN1CCCCC1)c1ccc2c3c(cccc13)CC2 (stereo unspecified) | -2 | 21 | -21 | 4 | -12 | 3 | 0 | -3 | 10 | 1 | -16
CC(Oc1ccc(Br)cc1)C(=O)N(Cc1ccccc1)c1c(N)n(Cc2ccccc2)c(=O)[nH]c1=O (stereo unspecified) | 7 | -18 | 5 | -10 | 17 | 4 | 11 | 15 | -13 | 4 | -7
CCc1nc2ccc(C(=O)N3CCN(C)CC3)cn2c1N(C)CCCc1ccccc1 | 5 | -38 | 2 | 6 | 9 | -6 | 5 | . | -6 | -12 | 0
COc1ccccc1C(=O)NC(=O)COC(=O)c1ccc(Br)o1 | 0 | 10 | 22 | 12 | -14 | 18 | -15 | 6 | 3 | 9 | -17
COC(=O)C1C2CCC(C2)C1C(=O)OCC(=O)c1ccccc1 (stereo unspecified) | 7 | 2 | -13 | 8 | -26 | 9 | -2 | 6 | 1 | 1 | 4
CCN1C(=NCCCCO)N[C@@H](c2cccc(F)c2)C(C(=O)OC)=C1C | 3 | 11 | -10 | 0 | -10 | -8 | 5 | 7 | 2 | -7 | 4
O=C(OCc1cccc([N+](=O)[O-])c1)c1ccncc1 | -19 | 1 | 2 | -1 | 10 | 11 | -4 | -5 | -3 | -4 | 2
Cc1ccc(-c2noc(CSc3nnnn3-c3ccccc3)n2)cc1 | 0 | -12 | -13 | -12 | 3 | -4 | -12 | -7 | -5 | -5 | 1
CN(C)c1ccc(/C=N/NC(=O)CCc2c[nH]c3ccccc23)cc1 | -6 | -5 | -17 | 2 | 8 | -11 | -27 | -8 | 11 | -4 | 7
Cc1c(S(=O)(=O)N2CCCC(C)C2)c(=O)n(C)c(=O)n1C (stereo unspecified) | -13 | 8 | -6 | 24 | -7 | -13 | 14 | -3 | 5 | 8 | -15
CC1=C(C(=O)OCc2ccccc2)C(c2cccc(F)c2)NC(=O)N1 (stereo unspecified) | -2 | -8 | 18 | 10 | 1 | 8 | -6 | 0 | 9 | -3 | 15
CCC(=O)NC1(C(F)(F)F)C(=O)Nc2c1c(=O)n(C)c(=O)n2C (stereo unspecified) | 7 | -2 | -2 | 5 | -13 | 2 | 1 | 1 | 11 | -10 | 5
CC/C(=N\NC(=O)COc1ccc(Br)cc1)c1ccc(OC)c(OC)c1 | -14 | 4 | -3 | 26 | 15 | 6 | -6 | 10 | -5 | -17 | 33
O=C(/C=C/c1cccc([N+](=O)[O-])c1)NCCSCc1ccc(Cl)cc1Cl | -2 | -13 | 34 | -35 | 6 | 8 | -15 | 4 | 9 | 0 | 1
Cc1ccc(Cn2c(C(CO)Nc3nc(-c4ccc(F)cc4)cs3)nc3ccccc32)cc1 (stereo unspecified) | 10 | -17 | 11 | 6 | 27 | 0 | 5 | -6 | -14 | -2 | 21

Part of the list above, set out differently:
Value order – KKLEB cytotox	LRH-1 inv ag	TROY NFkB inh	CF NFkB inh	Shn3 3UTR inh	SRC3 inh	SRC1 inh	LMP1 NFkB inh	NR2F2 inh	C8 TRAIL sens	TWEAK Fn14 block
CC/C(=N\NC(=O)COc1ccc(Br)cc1)c1ccc(OC)c(OC)c1
  -14	4	-3	26	15	6	-6	10	-5	-17	33
CCC(=O)NC1(C(F)(F)F)C(=O)Nc2c1c(=O)n(C)c(=O)n2C (stereo unspecified)
  7	-2	-2	5	-13	2	1	1	11	-10	5

Remaining list, next part
SMILES | KKLEB cytotox | LRH-1 inv ag | TROY NFkB inh | CF NFkB inh | Shn3 3UTR inh | SRC3 inh | SRC1 inh | LMP1 NFkB inh | NR2F2 inh | C8 TRAIL sens | TWEAK Fn14 block
Cc1cccc(C(=O)n2cnnc2N)c1 | 6 | 4 | 21 | -8 | -11 | 4 | -87 | 2 | 8 | -7 | 42
CCCCOCCCNS(=O)(=O)Cc1ccccc1 | 0 | 17 | -5 | -1 | -7 | 2 | 1 | -8 | 4 | 6 | 3
CC(C)(Oc1ccc(Br)cc1Cl)C(=O)Nc1ccon1 | -7 | -12 | -21 | 14 | 17 | -2 | -13 | -6 | -6 | -3 | -6
CC(NCc1ccc(-c2ccccc2)cc1)C(O)c1ccccc1 (stereo unspecified) | -26 | 16 | 20 | 38 | 4 | -12 | 11 | 1 | -10 | 46 | -36
c1ccc(Cc2noc(CN3CCN(C4CCc5ccccc5C4)CC3)n2)cc1 (stereo unspecified) | -16 | 3 | 6 | 0 | 5 | 12 | 11 | 2 | 0 | 16 | -4
COc1ccc(NC(=O)CN(C)C(=O)c2cc(-c3ccccc3)nc3ccccc23)cc1 | -12 | 17 | 3 | 3 | 15 | 3 | -18 | 9 | 4 | -1 | 16
CCCCCCCC(=O)NNC(=O)c1ccc([N+](=O)[O-])cc1 | -4 | 22 | 25 | 12 | 7 | -6 | -6 | 2 | -5 | -15 | 4
COc1ccc(-c2csc(NC(=O)c3ccoc3C)n2)cc1 | 9 | -99 | 13 | -17 | -89 | -40 | -33 | -8 | -11 | 4 | 8
O=C(O)c1ccc(N/N=C/c2cn(Cc3ccc(F)cc3)c3ccccc23)cc1 | 0 | -25 | 33 | 13 | -44 | -35 | -42 | -10 | -12 | -7 | 52*
CCC(C)NC(=O)C1CCN(S(=O)(=O)N2CCCC2)CC1 (stereo unspecified) | 13 | -4 | -25 | -6 | -13 | 21 | -5 | -13 | -3 | -5 | 4
O=C(CCN1CCN(c2ccccc2F)CC1)Nc1ccc2c(c1)OCO2 | -5 | -4 | -2 | -6 | 16 | 15 | -1 | 0 | 5 | -9 | -15
CCOC(=O)Cc1cc(=O)[nH]c(/N=C(\N)Nc2ccc(OC)cc2)n1 | -9 | -3 | 5 | 2 | 10 | 5 | 7 | -3 | -12 | -11 | -1
O=C1CC(SCc2nc3ccccc3[nH]2)C(=O)N1c1cccc(Cl)c1 (stereo unspecified) | -16 | -6 | -40 | 7 | 0 | 17 | -3 | -6 | -4 | 2 | -16
CCOC(=O)C1=C(C)NC(C)=C(C(=O)OCC)C1C | -2 | 12 | -23 | -6 | -6 | 19 | 11 | 16 | -1 | 9 | 18
CCCCn1nnnc1SCC(=O)Nc1cccc(C)c1 | 0 | -16 | -19 | 4 | -17 | 9 | 5 | 2 | -5 | -4 | 0
COC(=O)COc1cccc(NC(=O)c2ccc(Cl)cc2)c1 | -9 | -4 | -2 | 8 | 8 | 16 | 1 | -1 | 6 | 18 | -6
CSc1ccccc1NC(=O)c1cc(-c2ccco2)on1 | 0 | -20 | 7 | -8 | -63 | -27 | -10 | -2 | -2 | -1 | 9
CCN(CC)C(=O)c1nc[nH]c1C(=O)N(CC)CC | 8 | -1 | 3 | -24 | 3 | 4 | 13 | -6 | -6 | -2 | 2
O=C(Nc1cccc2ccccc12)OCc1ccccc1 | -8 | -29 | -66 | 16 | 19 | -35 | -25 | -25 | -36 | -3 | -40
COC(=O)c1ccc(CO/N=C/c2ccc(OC)cc2)o1 | -7 | -59 | -64 | -18 | -21 | -42 | -48 | -36 | -11 | 1 | -11
COc1ccccc1NC(=O)CSc1nnc2ccc(-c3ccccn3)nn12 | 8 | 28 | 3 | -3 | 10 | 6 | -19 | 0 | -7 | -7 | -1
O=Cc1ccc(Oc2ncccn2)cc1 | 1 | 11 | -16 | -30 | -3 | 11 | 18 | 3 | -11 | 6 | 7
Oc1nc(Nc2ccc(Cl)cc2Cl)sc1/C=C1\C=Nc2ccccc21 | 6 | 12 | 48 | 5 | -19 | -5 | 6 | 11 | 8 | 8 | -46
CCn1cc(CN2CCN(Cc3cccc(OC)c3)C(CCO)C2)c(C)n1 (stereo unspecified) | -11 | 1 | 2 | -16 | 1 | 3 | 6 | 7 | -14 | 7 | 8
CCCNS(=O)(=O)c1ccc(CCC(=O)NCc2cccnc2)cc1 | 4 | 10 | 5 | 7 | -9 | 11 | -1 | -4 | 12 | 7 | 7
SMILES | KKLEB cytotox | LRH-1 inv ag | TROY NFkB inh | CF NFkB inh | Shn3 3UTR inh | SRC3 inh | SRC1 inh | LMP1 NFkB inh | NR2F2 inh | C8 TRAIL sens | TWEAK Fn14 block
Cc1[nH]c2ccccc2c1C(=O)COC(=O)c1c(-c2ccccc2Cl)noc1C | -1 | -36 | 17 | 6 | 27 | 17 | -44 | -1 | -5 | -11 | 30
CCCNC(=S)Nc1ccc(Oc2ccccc2)cc1 | 1 | -8 | 1 | 3 | 17 | 3 | -11 | -7 | 11 | 6 | -34
O=c1[nH]ncn1-c1ccccc1 | 7 | -23 | 2 | 1 | -7 | -5 | -3 | -1 | 4 | -3 | 2
O=C(O)c1ccc(NCc2nc3cc4ccccc4cc3[nH]2)cc1 | 8 | -16 | 0 | -14 | 0 | 6 | -5 | 3 | -17 | -3 | 15
CCOC(=O)c1c(NC(=O)CSc2c[nH]c3ccccc23)sc2c1CCC2 | -4 | 9 | 22 | 8 | 23 | -24 | -14 | -26 | 15 | -5 | 30
Cc1cc(C)cc(Nc2c(F)c(F)c(F)c(F)c2C(=O)O)c1 | -9 | -5 | 19 | 2 | 2 | 14 | -7 | -13 | -3 | 0 | 18
O=C(/C=C\c1ccco1)Nc1nc(-c2ccccc2)cs1 | -6 | -23 | -56 | 12 | -46 | 7 | -27 | -4 | -13 | 1 | 2
COC(=O)c1cc(-c2ccc(S(=O)(=O)N3CCCCC3)cc2)c(C(F)(F)F)s1 | 1 | -7 | 8 | -3 | 9 | 7 | 0 | 2 | -19 | 6 | 7

Source: PubChem BioAssay (several laboratories)
